SIAE inh – human SIAE inhibitors, primary screen, biochemical, fluorescence polarization, FP-Rh probe, 1536-well HTS | SIAE FP-Rh probe binding | Sialate O-acetylesterase (Homo sapiens), Q9HAT2 | 370,000 compounds, 0.69% hits | AID 1053197, 2014 | inhibition, % at 9.66 µM;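 active = inhibition above a cutoff: mean of compounds within the control limits plus 3 SD of those, cut at about 17% in these data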;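 note: 0% = plate median of compound wells and 100% = probe without SIAE protein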
UHRF1 MBD2 ctr – UHRF1 methylated DNA binding inhibitors, primary screen, counter-screen for MBD2 inhibitor project, biochemical, TR-FRET, human UHRF1, single concentration. inhibition, % at 4.4 µM. UHRF1 binding to methylated oligo. 370,000 compounds, 0.75% hits; in the data active = inhibition above about 21%;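 note: UHRF1 SRA domain binding a hemimethylated CpG hairpin DNA probe; 0% = median of test compound wells and 100% = reference inhibitor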
Target sequence (Q96T88 whole entry, looked up, the tested form may be a part): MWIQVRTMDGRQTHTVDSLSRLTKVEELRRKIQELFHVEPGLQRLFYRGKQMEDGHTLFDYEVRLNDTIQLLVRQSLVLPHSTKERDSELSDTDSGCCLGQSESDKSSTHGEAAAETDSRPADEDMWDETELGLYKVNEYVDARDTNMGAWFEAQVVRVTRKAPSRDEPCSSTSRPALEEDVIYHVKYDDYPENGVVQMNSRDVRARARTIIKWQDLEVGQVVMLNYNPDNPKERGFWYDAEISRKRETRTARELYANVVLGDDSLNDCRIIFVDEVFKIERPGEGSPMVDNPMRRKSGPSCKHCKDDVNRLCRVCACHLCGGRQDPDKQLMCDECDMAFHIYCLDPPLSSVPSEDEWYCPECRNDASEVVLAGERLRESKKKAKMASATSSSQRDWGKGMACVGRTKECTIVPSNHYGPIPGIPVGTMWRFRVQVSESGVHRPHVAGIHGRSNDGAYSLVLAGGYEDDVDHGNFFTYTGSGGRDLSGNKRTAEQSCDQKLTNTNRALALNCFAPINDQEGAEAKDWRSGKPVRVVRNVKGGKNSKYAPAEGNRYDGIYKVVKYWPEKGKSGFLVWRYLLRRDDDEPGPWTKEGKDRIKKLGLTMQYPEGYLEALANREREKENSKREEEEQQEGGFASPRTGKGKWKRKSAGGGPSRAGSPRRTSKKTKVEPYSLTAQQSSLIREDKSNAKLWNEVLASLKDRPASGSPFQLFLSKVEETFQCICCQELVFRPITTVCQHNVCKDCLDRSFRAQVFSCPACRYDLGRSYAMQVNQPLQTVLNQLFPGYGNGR
LEDGF integ inh – blockers of LEDGF/p75-dependent integrase strand transfer – biochemical, TR-FRET, high throughput, primary screen | HIV-1 integrase (with human LEDGF/p75) | TR-FRET IN-LEDGF/p75 DNA integration, Eu/Cy5 | inhibition, % at 3.7 µM | 370,000 compounds, 0.64% hits | AID 743269, 2014;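 active = inhibition above the screen-wide mean plus 3 SD, cut at about 13% in these data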;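 note: signal is the Cy5 over europium emission ratio at 671 and 618 nm; 0% = plate median of compound wells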
Tn6 DDE FP – inhibitors of Tn6 peptide binding to fibrin DD(E), primary screen, biochemical, fluorescence polarization, human fibrin, Tn6 probe; Fibrin DD(E) TRITC-Tn6 fluorescence polarization displacement; inhibition, % at 8.3 µM; 370,000 compounds, 0.21% hits;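 active = inhibition above a per-campaign cutoff: mean of compounds within control limits plus 3 SD, cut at about 15% in these data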;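 note: 0% = median of all compound wells on the plate and 100% = blocking peptide control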
TDP2 absorb – human TDP2 enzyme inhibitors, primary screen, biochemical, epi absorbance, recombinant enzyme | Tyrosyl-DNA phosphodiesterase 2 (Homo sapiens), O95551 | AID 720702, 2013 | 370,000 compounds, 0.34% hits | inhibition, % at 12.8 µM | T5PNP hydrolysis, p-nitrophenol absorbance 415 nm;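 active = inhibition above the mean of all tested compounds plus 3 SD, set per campaign, cut at about 25% in these data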;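 note: 0% = DMSO with enzyme and 100% = buffer with substrate but no TDP2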
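Test system: human TDP2 enzyme; Input: 120 nM TDP2 per well; Buffer or medium: Mg2+-containing Tris-HCl buffer, pH 7.5; Reagent: 5 mM T5PNP; Dosing: 12.8 µM single point, 1% DMSO; Incubation: reaction 2 h, 37 °C; Detection: p-Nitrophenol epi absorbance; Read-out: % inhibition relative to enzyme-containing and enzyme-free wells; Replicates: single well per compound.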
Tn7 DDE FP – inhibitors of Tn7 peptide binding to fibrin DD(E), primary screen, biochemical, fluorescence polarization, human fibrin, Tn7 probe; 370,000 compounds, 0.13% hits; inhibition, % at 8.3 µM; AID 720508, 2013; FP displacement of FITC-Tn7 peptide from fibrin DD(E); 0% = median of compound wells per plate;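 active = inhibition above the mean of compounds falling within the control limits plus 3 SD of them, cut at about 14% in these data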;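 note: 0% = plate median of compound wells and 100% = 10 µM Aha-Tn7 peptide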
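System: human fibrin DD(E); quantity: Fibrin-DD(E) at 2 µM final; also added: fluorescent Tn7 probe at 0.1 µM; compound dosing: single nominal test concentration of 8.3 µM per compound; schedule: 10 min preincubation, 3 h with tracer, room temperature; detection: fluorescence polarization of the labelled Tn7 tracer; repeats: one replicate per compound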
TCR CD3 inh – inhibitors of human TCR-CD3 interaction, primary screen, biochemical, fluorescence, TAMRA-labeled TCR probe. inhibition, % at 9.4 µM. T-cell receptor (TCR). 360,000 compounds, 0.37% hits. AID 651800, 2012; in the data active = inhibition above about 19%;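 note: recombinant mutant TCR 2C K166C tagged with TAMRA read by polarization; 0% = receptor in buffer alone and 100% = receptor with positive control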
PRMT1 FP inh – PRMT1 methyltransferase inhibitors, primary screen, biochemical, fluorescence polarization; 370,000 compounds, 1.3% hits; inhibition, % at 2.79 µM; recombinant PRMT1, activity-based probe fluorescence polarization;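 active = inhibition above about 21% made by adding two undisclosed values, limit read from the data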
MBD2 DNA inh – inhibitors of MBD2 binding to methylated DNA, primary screen, biochemical, TR-FRET, DNA-binding domain, human | MBD2 binding to methylated oligonucleotide | inhibition, % at 4.4 µM | 370,000 compounds, 0.31% hits; in the data active = inhibition above about 13%
KLK7 zymogen act – proKLK7 zymogen activators, primary screen, biochemical, fluorescence intensity | activation, % at 7 µM | purified proKLK7, EDANS-DABCYL substrate fluorescence; 100% is mature enzyme control, 0% vehicle | 370,000 compounds, 0.9% hits;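 active = activation above the mean of all tested compounds plus 3 SD, computed per campaign excluding outliers beyond control limits, cut at about 13% in these data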
Target sequence (P49862 whole entry, looked up): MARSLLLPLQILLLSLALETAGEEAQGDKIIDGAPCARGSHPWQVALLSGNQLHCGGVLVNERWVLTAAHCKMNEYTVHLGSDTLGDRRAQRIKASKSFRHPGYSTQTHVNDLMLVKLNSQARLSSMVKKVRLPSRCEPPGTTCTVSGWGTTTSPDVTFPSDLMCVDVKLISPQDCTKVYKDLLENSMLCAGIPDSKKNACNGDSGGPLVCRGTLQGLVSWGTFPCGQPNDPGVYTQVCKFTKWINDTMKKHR
The depositor's hits bear a star; / = no result given. Not a hit list; any-hit rate near 4.6%.

SMILES	SIAE inh	UHRF1 MBD2 ctr	LEDGF integ inh	Tn6 DDE FP	TDP2 absorb	Tn7 DDE FP	TCR CD3 inh	PRMT1 FP inh	MBD2 DNA inh	KLK7 zymogen act
COc1ccc(-n2cnnc2SCC(=O)N2CCN(S(=O)(=O)c3ccccc3)CC2)cc1	3	6	2	1	-3	-5	6	-1	-2	1.7
CCOC(=O)CNc1ncc([N+](=O)[O-])cc1C#N	3	1	-3	2	3	2	-2	3	-1	0.1
COc1ccc(C)cc1NC(=O)C1CCCN(S(=O)(=O)c2ccc3[nH]c(=O)ccc3c2)C1 (stereo not drawn)	5	9	-3	-8	2	-1	-6	8	3	0.7
COc1ccc2[nH]c(C(=O)O)c(NS(=O)(=O)c3ccc(C)c(C)c3)c2c1	11	-3	3	2	11	-1	4	1	-3	-1.0
COc1ccccc1CNC(=O)COC(=O)c1n[nH]c2ccccc12	-1	-3	8	11	5	-2	1	-3	-3	-0.3
COc1cc2[nH]c(=O)n(CCC(=O)N3CCC(N4CCCCC4)CC3)c(=O)c2cc1OC	-2	1	1	-10	-1	-2	3	0	-4	-0.8
O=C(N1CCN(c2ccccn2)CC1)C(Cl)(Cl)Cl	-1	6	1	8	3	-6	1	-3	-1	-0.8
O=C(CCC(=O)c1cccs1)Nc1nnc(C2CC2)s1	1	2	0	-5	2	3	-5	4	-2	-1.1
CC(C)CC(NS(=O)(=O)c1ccccc1S(=O)(=O)NC(CC(C)C)C(=O)O)C(=O)O (stereo not drawn)	7	-1	-1	6	7	2	4	2	-7	-0.4
Cc1nnc(NC(=O)c2nc(S(=O)(=O)Cc3ccccc3)ncc2Cl)s1	3	0	-1	-3	7	1	14	3	2	0.1
CCOc1ccccc1C(=O)OCC(=O)NCCNC(=O)COC(=O)c1ccccc1OCC	3	-1	7	1	-4	-4	7	-1	2	-0.5
Cc1ccc(S(=O)(=O)N2CCN(C(=O)COC(=O)CSc3ccc(C)c(C)c3)CC2)c(C)c1	1	0	4	0	-2	1	1	-5	7	-0.3
O=C(COC(=O)C1CC(=O)N(Cc2ccco2)C1)Nc1ccccc1[N+](=O)[O-] (stereo not drawn)	-1	0	1	0	-3	-7	-3	3	2	-0.3
CCN(CC)c1ccc(C2C(C(=O)OCCOC(C)C)=C(C)NC3=C2C(=O)CCC3)cc1 (stereo not drawn)	-6	-1	-2	10	-4	-1	-2	2	0	6.6
O=C(CSc1nnc(C2CC2)n1Cc1ccccc1)N1CCN(S(=O)(=O)c2ccccc2)CC1	7	-5	0	0	6	0	3	-1	0	-0.2
Cc1cc(=O)n2[nH]c(SCc3ccccc3Cl)nc2n1	-1	2	-1	4	16	5	1	-3	-3	0.7
O=C(Nc1ccc(Oc2ccccc2)cc1)c1csc([C@@H]2O[C@H](CO)[C@@H](O)[C@H]2O)n1	-2	0	-1	-1	3	-5	-3	-2	6	-0.2
CC(C)(C)OC(=O)C[C@H]1C/C=C\C[C@H](CC(=O)NCCO)C(=O)N[C@@H](Cc2ccccc2)COC1=O	3	-1	2	1	10	-5	-1	-4	-1	0.4
C=CCC12C=C(OC)C(=O)C(C1=O)C1c3ccccc3CC12 (stereo not drawn)	3	-6	3	0	1	2	/	-2	-4	-0.4
COc1ccc(CNC(=O)C2CCN(S(=O)(=O)N3CCOCC3)CC2)cc1	-5	1	0	-1	-2	1	1	-3	1	-0.7
O=C(c1cccc(F)c1)N1CCc2ccccc2C1	-8	-3	1	4	2	-1	6	1	2	-1.1
O=C(Nc1cc(Cl)ccc1N1CCCC1)C1=NN(c2ccccc2)C(=O)CC1	2	0	1	9	0	3	3	1	-2	0.4
Cc1cc(/C=C(/C#N)C(=O)O)c(C)n1CCC(C)C	6	2	0	-5	7	-4	-4	5	3	0.5
CCOC(=O)C1=CCN(S(=O)(=O)c2cccc(Cl)c2)C1c1ccc(C)cc1 (stereo not drawn)	-8	-2	-4	1	-4	2	2	4	2	-0.3
OC(CN1CCOCC1)CN(c1ccccc1)c1ccccc1 (stereo not drawn)	1	2	3	1	-2	-7	3	-2	-2	0.3
O=C(CSc1nnc(-c2cccs2)o1)c1cccs1	10	2	2	6	0	10	1	2	3	-0.3
O=C(Nc1ccc(Cl)cc1)Nc1nc(-c2ccccc2O)cs1	11	-1	6	-32	-28	0	6	-7	-1	-0.5
O=C(O)c1ccc(C2NCC(c3ccccc3Cl)c3c2[nH]c2ccccc32)cc1 (stereo not drawn)	0	3	1	-5	14	5	-2	-3	0	-2.2
CCOC(=O)C1CCN(Cc2ccc3ccccc3c2)CC1	14	-2	-1	-10	19	0	-2	-2	4	-0.6
COC(=O)c1ccccc1OC(=O)c1ccc(Br)o1	8	0	2	3	-5	12	8	-1	-4	0.6
CCOC(=O)C(CC)/C(C)=N/NC(=O)c1ccccc1[N+](=O)[O-] (stereo not drawn)	3	-1	-4	-3	7	1	-2	1	7	0.8
CCOc1ccc(NS(=O)(=O)c2cc3c4c(c2)C(C)C(=O)N4CCC3)cc1 (stereo not drawn)	3	-4	1	0	5	0	4	-1	1	-0.4
CCOc1ccccc1CN1CCN(Cc2nc3ccccc3s2)CC1CCO (stereo not drawn)	-1	-2	-2	8	1	5	2	-3	-3	0.0
O=C(N/C(=C/c1cccnc1)C(=O)N1CCOCC1)c1ccco1	-6	-1	-1	-1	-2	-8	2	-1	5	-0.8
CN(CC(=O)Nc1ccc(F)cc1)C(=O)CCc1nc2sc3c(c2c(=O)[nH]1)CCCC3	-10	-13	6	6	9	-6	7	2	-7	1.3
CC(=O)NC(C(=O)c1ccccc1)N1CCCCC1 (stereo not drawn)	-14	-3	3	0	5	4	-1	-1	-3	-0.3
CCOC(=O)/C=c1\s/c(=C\c2ccc(C(F)(F)F)cc2)c(=O)n1CC(=O)NCc1ccco1	-6	-2	2	-2	0	4	-5	-2	-5	0.3
O=C(Nc1ccc2c(c1)OCO2)c1cccc2c1C(=O)N(Cc1cccnc1)C2	-9	-1	0	-3	1	8	8	-1	2	0.4
O=C(CN1CCN(C(=O)N2CCCCC2)CC1)Nc1ccc(F)cc1	2	5	3	-2	6	1	0	0	3	0.6
CCOc1ccc(NC(=O)CSc2nc3ccccc3c(=O)n2CCNC(C)=O)cc1	8	-1	0	3	1	-3	-2	0	1	0.0

2 entries from above, field by field.
O=C(Nc1ccc2c(c1)OCO2)c1cccc2c1C(=O)N(Cc1cccnc1)C2
  SIAE inh = -9 | UHRF1 MBD2 ctr = -1 | LEDGF integ inh = 0 | Tn6 DDE FP = -3 | TDP2 absorb = 1 | Tn7 DDE FP = 8 | TCR CD3 inh = 8 | PRMT1 FP inh = -1 | MBD2 DNA inh = 2 | KLK7 zymogen act = 0.4

O=C(CN1CCN(C(=O)N2CCCCC2)CC1)Nc1ccc(F)cc1
  SIAE inh = 2 | UHRF1 MBD2 ctr = 5 | LEDGF integ inh = 3 | Tn6 DDE FP = -2 | TDP2 absorb = 6 | Tn7 DDE FP = 1 | TCR CD3 inh = 0 | PRMT1 FP inh = 0 | MBD2 DNA inh = 3 | KLK7 zymogen act = 0.6

(further entries)
SMILES	SIAE inh	UHRF1 MBD2 ctr	LEDGF integ inh	Tn6 DDE FP	TDP2 absorb	Tn7 DDE FP	TCR CD3 inh	PRMT1 FP inh	MBD2 DNA inh	KLK7 zymogen act
COc1ccc(C(=O)Nc2ccc(C)cn2)c(OC)c1	-1	-2	0	-1	-10	-3	3	0	2	-0.2
Cc1ccc2nc(Cl)c(C#N)cc2c1	5	-5	-2	-7	15	5	2	1	2	0.1
Cc1ccccc1-c1nnc(SC(C)C(=O)NC2CCCC2)o1 (stereo not drawn)	12	4	-6	-1	2	3	-3	6	1	0.6
C=CCNc1ncnc2c1ncn2[C@H]1CN(Cc2cccs2)C[C@@H](CO)O1	-1	0	7	2	-5	-6	-10	-4	-4	0.2
Cc1sc(NC(=O)c2ccco2)c(C(=O)c2ccc(Cl)cc2)c1C	-9	2	-4	9	-9	1	-6	1	6	-0.1
O=C(COC(=O)CNS(=O)(=O)c1ccc(F)c(F)c1F)Nc1ccc(OC(F)F)cc1	4	1	-7	0	-3	-5	-11	3	4	-0.7
CCCOc1ccc(/C=C2/C(=O)ON=C2C)cc1OCC	4	1	4	0	8	-3	2	-2	-4	-0.6
O=c1c2ccccc2nnn1-c1ccc(Br)cc1	-12	1	-4	-2	-3	7	-3	1	4	-0.1
CC12CN(S(=O)(=O)c3ccccc3)CC(C)(CN(S(=O)(=O)c3ccccc3)C1)C2	-1	-3	7	9	0	-4	3	-3	1	0.3
O=C(NC1CCCCC1)C1CCN(c2cnccn2)CC1	2	-4	-2	0	5	-8	2	-4	-1	-0.4
COc1cccc(CNC(=O)COc2cc(O)c3c(c2)OC(C)(C)CC3=O)c1	-7	4	-1	0	-6	0	-11	2	6	0.2
Cc1onc(-c2c(F)cccc2Cl)c1C(=O)N(C)CC(=O)Nc1cccc(F)c1	9	-1	-2	-3	-4	8	3	-1	-2	0.2
O=C(c1coc2ccc(O)c(CN3CCOCC3)c12)C1CC1	-2	2	1	5	-6	-5	-4	2	3	-1.1
CCN(CC(=O)Nc1cc(Cl)ccc1C)C(=O)c1oc2ccc(OC)cc2c1C	-10	-1	2	6	0	3	9	-1	0	-1.4
O=C(O)C(Cc1ccccc1)N1Cc2ccccc2C1=O (stereo not drawn)	2	0	3	-3	-3	-2	5	-1	-4	-0.6
COc1ccc(S(=O)(=O)N2CCCCCC2)cc1C(=O)N(C)Cc1ccc(C(C)(C)C)cc1	9	0	-3	-1	-10	1	-15	1	3	-0.3
COC(=O)N(NC(=O)C(O)(c1ccccc1)c1ccccc1)c1ccccc1	-2	3	-5	2	-3	7	0	2	-2	-0.8
Cc1cc(=O)oc2c(C)c(OCC(=O)NCCc3ccc(S(N)(=O)=O)cc3)ccc12	-1	2	-1	8	-19	-1	-13	-2	-2	-0.5
CCOc1ccc(NC(=O)CSc2nncc(=O)[nH]2)cc1	4	-1	-2	3	15	-2	-4	7	-2	0.4
CC(=O)Cc1nsc(NC(=O)c2oc(-c3ccccc3Cl)cc2C)n1	-12	2	-1	2	0	4	-1	4	4	0.0
CCCn1c2ccc(F)cc2c2nnc(SCCN3CCCCC3)nc21	8	-1	6	-2	-6	-4	-7	0	-4	0.5
CSc1ccccc1-c1cnc(NC(C)=O)cn1	-4	-1	0	9	3	-3	1	-6	-5	-0.1
